H37Rv inhibition: M. tuberculosis growth inhibition, HTS (AID 449762) | M. tuberculosis H37Rv growth inhibition, 7H9 media; higher % means a stronger effect | inhibition, % at 25 µM; hits with a dose series show IC50 in µM | hit rate 0.59% among 330,000; in the data active = a potency from the dose series; inconclusive = inhibition above about 70% without an active follow-up result;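 note: bacterial growth assessed after seven days of incubation; strong numbers were not always called active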
H1N1 NS1A inhibition: NS1A inhibition, H1N1 influenza, cell based functional assay (AID 504329); NS1A functional cell-based assay, percent inhibition; higher % means a stronger effect; hit rate 0.3% among 340,000; inhibition, % at 12.5 µM, or IC50 in µM where a hit was titrated; in the data active = a potency from the dose series; inconclusive = inhibition above about 27% without an active follow-up result; note: strong numbers were not always called active
VEEV TC-83 Vero: inhibitors of VEEV TC-83 cytopathic effect, confirmation, Vero cells (AID 588727) | inhibition, % at 20 µM; hits with a dose series show IC50 in µM | hit rate 0.13% among 350,000 | Vero cells, VEEV TC-83 cytopathic effect inhibition; higher % means a stronger effect; in the data active = a potency from the dose series; inconclusive = inhibition mostly from about 14% at the one dose, without a potency; inactive = the rest, 99 in 100 with inhibition below about 12%; note: strong numbers were not always called active
tuberculosis growth: growth inhibition of non-replicating M. tuberculosis (AID 488890) | Mycobacterium tuberculosis non-replicating, growth inhibition; higher % means a stronger effect | one-dose inhibition, % at 25 µM; IC50 in µM for titrated hits | hit rate 0.39% among 320,000; in the data active = a potency from the dose series; inconclusive = inhibition mostly from about 82% at the one dose, without a potency; inactive = the rest, 99 in 100 with inhibition below about 76%;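 note: plate controls were DMSO cells for no effect and high antibiotic wells for full effect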
PhoP GFP inhibition: PhoP regulon inhibitors, Salmonella typhi PhoP promoter GFP reporter, confirmatory (AID 1850); inhibition, % at 50 µM, or IC50 in µM where a hit was titrated; hit rate 0.33% among 310,000; Salmonella Typhi PhoP-promoter GFP reporter, fluorescence, 4 h; higher % means a stronger effect; in the data active = a potency from the dose series; inconclusive = inhibition mostly from about 25% at the one dose, without a potency; inactive = the rest, 99 in 100 with inhibition below about 19%;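 note: 0% = induced wells with vehicle and 100% = uninduced wells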
VEEV TC-83 Vero 10K pilot screen: second read-out of VEEV TC-83 Vero, no call of its own (marks repeat the call); inhibition, %; measured here: 10K pilot screen inhibition
Numbers without * were called inactive; i = inactive; u = inconclusive; x = not tested or not shown; & = joins results of further samples.

SMILES	H37Rv inhibition	H1N1 NS1A inhibition	VEEV TC-83 Vero	tuberculosis growth	PhoP GFP inhibition	others
O=C1c2ccccc2CN2C(=O)c3ccccc3CN12	-24%	-6%	0.5%	-11%	-6%
C=CCn1c(COc2ccc(Cl)cc2)nnc1SCC(=O)c1c(N)n(C)c(=O)n(C)c1=O	-2%	-4%	0.8%	-2%	-9%
CCn1cc(CCC(=O)NCCc2ccccc2)c2ccccc21	7%	-5%	0.8%	21%	0%
CC(C)(C)N1C(=O)[C@H]2[C@@H](c3ccc(Br)cc3)N3C(=O)N(c4cccc(Cl)c4)C(=O)[C@@]3(C)[C@H]2C1=O	3%	-1%	0.9%	28%	-6%	VEEV TC-83 Vero 10K pilot screen=0.0
Cc1ccc2cc(CCNS(=O)(=O)c3ccc(F)cc3)c(=O)[nH]c2c1	5%	6%	1.6%	x	x
CCCc1nnc(NC(=O)CCC(=O)NC2CCCCC2)s1	-4%	-10%	0.8%	5%	-7%
CC(=O)Nc1ccc(C(=O)OCC(=O)c2cccc([N+](=O)[O-])c2)cc1	7%	-7%	0.9%	16%	3%
O=C(NC1CCN(C(=S)Nc2ccccc2Cl)CC1)C1CCCCC1	-3%	3%	i	-7%	6%
CC(C)c1ccc2c(c1)CC[C@H]1[C@](C)(CN)CCC[C@]21C	x	2%&3%	0.6%&0.8%	x	x
CCC1=C(OC(=O)N(CC)CC)N2C(=O)OC(=NCCc3c[nH]c4ccccc34)[C@]2(C)[C@H]2C1=CC[C@H]1C(=O)N(C)C(=O)[C@H]12	-3%	-11%	0.1%	11%	0%
C[C@@H]1O[C@@H](O[C@H]2[C@H](O[C@H]3C[C@]4(C)C(C[C@@H](O)C5C([C@]6(C)CC[C@@H](C(C)(C)O)O6)CC[C@]54C)[C@@]4(C)CC[C@H](O)C(C)(C)C34)O[C@H](CO)[C@@H](O)[C@@H]2O)[C@H](O)[C@H](O)[C@H]1O (some centres not stated)	0%	-2%	1.0%	4%	x	VEEV TC-83 Vero 10K pilot screen=0.9
Cc1ccc(S(=O)(=O)c2ncccc2[N+](=O)[O-])cc1	u	-14%	i	u	-14%
CCO/C(C)=C1\N=C(c2ccc(Cl)cc2)OC1=O	4%	-5%	1.2%	4%	-15%
O=C(O)c1ccc(Cn2cnc3c(=O)[nH]cnc32)cc1	x	-21%	2.6%	x	x
COc1ccc(NC(=O)C/C(C)=N/NC(=O)C(=O)NC2CCCCC2)c(OC)c1	2%	10%	0.5%	9%	-3%
CC(=O)c1cccc(N2Cc3ccccc3C2=NC(=O)CCl)c1	-7%	5%	u	31%	-3%
CCOC(=O)N1CCC(NC(=O)c2ccc(OC)c(CN3CC(=O)N4CCCC4C3=O)c2)CC1 (configuration not stated)	-16%	-9%	1.7%	-14%	9%
CCn1nc(C(=O)NNC(=O)COc2ccc(OC)cc2)c2ccccc2c1=O	2%	14%	i	-16%	-3%
O=C(CSc1nccc(=O)[nH]1)Nc1ccc(Oc2ccccc2)cc1	u	-6%	0.4%	35%	-1%
CC1CN(c2cc(-c3ccccc3)c3ccccc3n2)CC(C)O1 (configuration not stated)	2%	-1%	i	-7%	-2%	VEEV TC-83 Vero 10K pilot screen=1.9
C[C@]12c3[nH]c4cc(-c5ccco5)ccc4c3CCN1C(=O)[C@@H](CC(=O)NCC13CC4CC(CC(C4)C1)C3)C[C@@H]2C(=O)N1CCCCC1	x	5%	1.8%	x	x
COC(=O)CCSc1cc([N+](=O)[O-])cc2c1c(C1OCCO1)nn2-c1ccccc1	1%	3%	6.1%	-3%	-10%
COc1ccc(C(=O)C(C)(C)NO)cc1	3%	-7%	0.9%	59%	9%
CCN(CC)c1ccc(/C=N\NC(N)=O)cc1	3%	-3%	i	-1%	-18%
Cc1nc(C)c(C(=O)Nc2ccc(C)c(F)c2)o1	3%	-7%	2.2%	18%	-7%
Later entries
SMILES	H37Rv inhibition	H1N1 NS1A inhibition	VEEV TC-83 Vero	tuberculosis growth	PhoP GFP inhibition	others
CC(C)(Oc1ccc(Cl)cc1)C(=O)NCc1n[nH]c(=O)c2ccccc12	-8%	-3%	6.2%	-1%	6%
O=C(O)CCN1C(=O)/C(=C/c2ccc(-c3nc4ccccc4s3)o2)SC1=S	-5%	2%	3.8%	61%	-6%
CCSc1nc(C)nc2sc(C)c(C)c12	-15%	-14%	0.5%	-2%	5%
Oc1ccc(N=Cc2c(O)ccc3ccccc23)cc1	-3%	3%	2.5%	69%	1%
CCCCNC(=O)CCC(=O)Nc1ccc2nc(N3CCCCC3)cc(C)c2c1	-5%	12%	i	14%	19%
CCc1ccc(NC(=O)CSc2nnc(Cc3cccn3C)n2-c2ccc(OC)cc2)cc1	-12%	4%	0.4%	20%	-8%
CCOC(=O)c1cc(CC)sc1NC(=O)c1cc(OCC)c(OCC)c(OCC)c1	96%	21%	i	25%	0%
O=C(CS(=O)(=O)c1ccc(F)cc1)Nc1nnc(-c2cccs2)o1	-6%	-15%	1.1%	30%	-3%
CCOCc1nnc(NC(=O)COC)s1	-12%	6%	i	1%	0%	VEEV TC-83 Vero 10K pilot screen=1.7
Cc1ccc(OC(=O)c2ccccc2)cc1C	x	-25%	3.6%	x	x
NS(=O)(=O)c1ccc(NC(=O)COC(=O)c2ccc(Cl)nc2)cc1	3%	3%	2.3%	1%	3%
O=C(CSc1nc(-c2cccs2)cc(C(F)(F)F)n1)NCCCn1ccnc1	3%	-3%	i	12%	2%
CCOC(=O)Cn1c(C)nc2ccccc21	-8%	-1%	2.4%	14%	6%
COc1ccccc1NC(=O)c1cn(CCC#N)nc1-c1ccc(F)cc1	5%	6%	0.0%	20%	-8%
S=C(Nc1ccc(Cl)cc1)NC1CCN(Cc2ccccc2)CC1	10%	10%	0.3%	u	2%
CCOc1ccccc1NC(=S)/C(=C(\[O-])c1ccc2c(c1)OCCO2)[n+]1ccc(CC)cc1	60%	14%	7.9%	11%	-8%
COc1cc(C(F)(F)F)c(C(=O)N(C)c2ccc(Cl)cc2)cn1	1%	1%	i	-10%	3%
Nn1c(SCc2cn3ccsc3n2)nnc1-c1ccncc1	-4%	0%	i	2%	-5%
COc1cccc(C(c2c(N)[nH]c(=S)[nH]c2=O)c2c(N)[nH]c(=S)[nH]c2=O)c1	-7%	x	0.1%	-19%	3%
COc1cc(/C=C(\C#N)c2ccccn2)ccc1OCc1ccccc1	u	4%	10%	72%	1%
O=C(COc1ccc(Cl)cc1)Nc1ccccc1Cl	1%	10%	0.2%	80%	0%
Cc1cccn2c(=O)c3cc(C(=O)N4CCC5(CC4)OCCO5)n(C)c3nc12	-6%	-1%	8.8%	-5%	-4%
O=C(CC(C(=O)O)c1cccc(Br)c1)c1ccc(Cl)cc1 (configuration not stated)	5%	-14%	0.3%	25%	-1%
Cc1ccc(NC2CC(=O)N(CCc3ccccc3)C2=O)cc1 (configuration not stated)	4%	8%	4.1%	29%	3%
CNC(=O)CC1C(=O)N(c2ccc(F)cc2)C(=S)N1NC(=O)c1ccc(Cl)cc1 (configuration not stated)	3%	18%	6.5%	-3%	-6%
The listing continues.
SMILES	H37Rv inhibition	H1N1 NS1A inhibition	VEEV TC-83 Vero	tuberculosis growth	PhoP GFP inhibition	others
CC(CCc1ccccc1)NC(=O)c1ccccc1C(=O)O (configuration not stated)	-5%	-40%	7.3%	-3%	-8%
Cc1nc2cc(C(=O)OCC(=O)Nc3ccc(C#N)cc3)ccc2n1-c1ccccc1	34%	2%	0.6%	-11%	6%
CC1CC2(CCCC2)N(C(=O)N(C)C)c2ccc(F)cc21 (configuration not stated)	1%	-4%	0.5%	-10%	-1%
COc1cc(/C=N/n2cnnc2)ccc1OCc1ccccc1	-2%	-3%	6.5%	9%	-3%
COc1ccc(/C=N\Nc2ccccc2[N+](=O)[O-])c(C(=O)O)c1OC	-11%	-9%	0.1%	-1%	18%
CC(C)NC(=O)C(=O)NCCC1CCCCN1S(=O)(=O)c1cccs1 (configuration not stated)	8%	-1%	1.0%	9%	-6%
O=C(N/N=C/C(Br)=C/c1ccccc1)c1ccccc1[N+](=O)[O-]	8%	5%	i	29%	-7%
CC1(C)CC(=O)C=C(c2cccc3c2Oc2ccccc2S3)C1	12%	-2%	0.3%	-20%	x	VEEV TC-83 Vero 10K pilot screen=1.1
CC(=O)N1[C@@H]2CC3C4CC=C5C[C@@H](O)CC[C@]5(C)C4CC[C@]3(C)[C@@]21C(C)=O (some centres not stated)	9%	1%	0.8%	15%	-7%
CCN(CC)CCOC(=O)C1(c2ccc(OC)c(OC)c2)CCCC1	-4%	-5%	0.3%	4%	-4%
CCOC(=O)N1CCN(CC(=O)Nc2ccc(F)cc2F)CC1	1%	-4%	2.7%	10%	24%
COc1ccc2c(c1)O[C@H](c1ccc3c(c1)OCO3)[C@@H](OC(=O)N[C@H]1CCCc3ccccc31)C2=O	u	x	x	11%	-23%
Cc1nc2nc(C)c(CCC(=O)N3CCC4(CC3)OCCO4)c(C)n2n1	-1%	-4%	1.1%	7%	1%
Cc1ccc2cc(C#N)c(N3CCCN(C(=O)C4CCCO4)CC3)nc2c1C (configuration not stated)	-6%	1%	11%	24%	0%
OCCNCc1cccc(OCc2ccc(Cl)cc2)c1	-9%	6%	i	10%	13%
O=Cc1ccc(C(=O)OCC(=O)NC(=O)Nc2ccccc2F)cc1	4%	-6%	i	2%	x
CC(OC(=O)c1cccnc1SCc1cc(=O)n2ccccc2n1)c1ccccn1 (configuration not stated)	u	21%	1.9%	69%	-4%
COC(=O)C(NC(=O)c1ccc(OC)cc1)(Nc1ncc(S(=O)(=O)c2ccc([N+](=O)[O-])cc2)s1)C(F)(F)F (configuration not stated)	94%	1%	5.2%	54%	-7%
Cc1c(C(=O)NN)nn(-c2ccc(Cl)cc2)c(=O)c1C#N	2%	-2%	i	2%	-5%
COC(=O)CCCC1=CC2=CC(=O)C(C)(OC(=O)c3cccs3)C(=O)C2=CN1CCN1CCOCC1 (configuration not stated)	2%	-7%	0.5%	-10%	-20%
CC1=Nc2cc(C(=O)N3CCCC3)ccc2Sc2ccc(C)cc21	5%	1%	1.1%	7%	0%
O=C(NCC1CCCO1)c1c(O)c2cccc3c2n(c1=O)CC3 (configuration not stated)	-1%	-5%	8.4%	14%	-4%
COC(=O)[C@@]1(Cc2ccc(OC)cc2)[C@@H]2[C@@H](CC(=O)[C@H]2CC(=O)C(=O)N(C)C)CN1C(=O)c1ccccc1	-2%	3%	0.1%	12%	-8%
O=C1N(c2ccc(Cl)cc2)C(c2cccnc2)N2CCCN12 (configuration not stated)	-5%	-4%	1.5%	0%	5%
Cc1ccc(C=Nc2cc([N+](=O)[O-])ccc2C)s1	-7%	-2%	0.2%	-4%	-1%

Six neighbouring compounds out of the list so far, quoted:
SMILES	H37Rv inhibition	H1N1 NS1A inhibition	VEEV TC-83 Vero	tuberculosis growth	PhoP GFP inhibition	others
CC1CC2(CCCC2)N(C(=O)N(C)C)c2ccc(F)cc21 (configuration not stated)	1%	-4%	0.5%	-10%	-1%
COc1cc(/C=N/n2cnnc2)ccc1OCc1ccccc1	-2%	-3%	6.5%	9%	-3%
COc1ccc(/C=N\Nc2ccccc2[N+](=O)[O-])c(C(=O)O)c1OC	-11%	-9%	0.1%	-1%	18%
CC(C)NC(=O)C(=O)NCCC1CCCCN1S(=O)(=O)c1cccs1 (configuration not stated)	8%	-1%	1.0%	9%	-6%
O=C(N/N=C/C(Br)=C/c1ccccc1)c1ccccc1[N+](=O)[O-]	8%	5%	i	29%	-7%
CC1(C)CC(=O)C=C(c2cccc3c2Oc2ccccc2S3)C1	12%	-2%	0.3%	-20%	x	VEEV TC-83 Vero 10K pilot screen=1.1

(listing goes on)
SMILES	H37Rv inhibition	H1N1 NS1A inhibition	VEEV TC-83 Vero	tuberculosis growth	PhoP GFP inhibition	others
CC1(C(=O)NNC(=S)NCc2ccco2)CC1(Cl)Cl (configuration not stated)	1%	4%	1.2%	-9%	6%
NC1(C#Cc2ccc3oc(=O)c(-n4cc(-c5ccsc5)nn4)cc3c2)CCCCC1	1%	-14%	13%	61%	x
COc1cc(-c2nc3n(c(=O)c2C#N)CCS3)cc(OC)c1OC	-1%	-5%	0.6%	-13%	-10%
CCOC(=O)N1CCC(NC(=O)c2cc3ccccn3n2)CC1	1%	30%	i	-16%	5%
COc1ccc(-c2cn3ccccc3n2)cc1[N+](=O)[O-]	6%	-13%	0.0%	-11%	-3%
Cc1c(NC(=O)c2cc(-c3ccccc3)nc3ccccc23)c(=O)n(-c2ccccc2)n1C	-8%	5%	7.1%	18%	x
O=C1NC2(CCCC2)C(=O)N1Cc1cc(=O)n2ccsc2n1	6%	x	x	-8%	20%

High-throughput results as filed in PubChem.

Not a hit list; about 1.4% have a hit in one of these screens.
